Tb PYK inh – inhibitors of Trypanosoma brucei pyruvate kinase; TbPYK enzyme, Kinase-Glo Plus ATP luminescence, 45 min; AID 624173; 0.12% of 410,000 active; Potency, µM (highest dose often 76.8 µM), inactives show top-dose activity, negative = inhibition, hits mostly inhibitors; further: nearly all actives have a fitted effect of over 50% in size
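Luminescent Kinase-Glo Plus end-point after 45 min room-temperature reaction of T. brucei pyruvate kinase started with 130 uM ADP (final). Buffer TEA 50 mM pH 7.2 with KCl, MgCl2, BSA, Tween-20; titration-based qHTS with fitted concentration-effect curves.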
Sm TGR block – blocks Schistosoma mansoni thioredoxin glutathione reductase; Q962Y6; purified TGR, DTNB reduction, TNB absorbance 405 nm; Potency, µM (doses to about 114 µM), for inactives: at the top dose activity change, negative = inhibition, actives largely listed as inhibitors; 3% of 360,000 active; AID 485364; further: nearly all actives have a fitted effect of over 60% in size
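First, TGR (20 nM dispensed) and NADPH were mixed with compound. Second, a 15 min room-temperature incubation followed. Third, further NADPH and then DTNB were added to start the reaction. Finally, TNB absorbance was monitored kinetically.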
* = called active by the depositor; [ ] = dose if it differs, or a comment. The call rests on the fitted dose curve; in most records, active means well fitted curve in the direction sought with a large enough effect; inconclusive means small, poorly fitted or top-dose-only effect, or another doubt; inactive means no such curve, though single readings can be large; an effect the other way counts as inactive or inconclusive. On the % scale 0 is the no-effect control and ±100 the full control effect; potency means the concentration at half of the fitted maximal effect. A portion of the library; the hit share may differ from the screen's.

SMILES | Tb PYK inh | Sm TGR block
Cn1nc(-c2ccccc2F)c2cc(C(=O)N3CCN(c4ccc(F)cc4)CC3)sc21 | -6.7% | 0.6%
O=C(C1CCC1)N1CCc2cc(S(=O)(=O)NCc3ccc(F)cc3)ccc21 | -7.1% | -1.1%
CCc1cccc(C)c1NC(=O)C1CCN(S(=O)(=O)Cc2ccccc2)CC1 | 1.1% | -0.2%
Cc1c(C(=O)NCc2ccc(Cl)cc2)sc2nc3n(c(=O)c12)CCC3 | -5.6% | -6.2%
CCc1ccc(NC(=O)CSc2nnc(-c3nonc3NC(C)=O)n2-c2ccccc2)cc1 | 0.9% | -2.7%
COc1cccc(NC(=O)c2oc3ccccc3c2NC(=O)COc2ccccc2C)c1 | 3.8% | -2.4%
Cc1ccc(NC(=O)CN2C(=O)CC(C)Sc3ccccc32)c(C)c1 (stereo unspecified) | 0.3% | -3.8%
CCN(c1ccc(C)cc1)S(=O)(=O)c1nnc(NC(=O)C2CCCCC2)s1 | -5.5% | -29.2%
COc1cccc(OCC(=O)NC2CC(=O)N(c3ccc4c(c3)OCCO4)C2)c1 (stereo unspecified) | 2.6% | -8.7%
COc1cc(C2c3c(oc4ccc(C)cc4c3=O)C(=O)N2Cc2ccccc2)ccc1O (stereo unspecified) | 1.7% | 1.8%
O=C(NCCCN1CCN(c2ccc(F)cc2)CC1)c1cnn(-c2ccc(F)cc2)c1-n1cccc1 | -4.1% | -3.9%
COc1ccc(OC)c(CNC(=O)CCCn2nc(C)c3c(C)n(-c4ccc(C)cc4)nc3c2=O)c1 | 6.0% | -11.7%
CC(C)(C)c1ccc(C(=O)Nc2ccc3c(c2)CCCN3C(=O)c2cccs2)cc1 | -2.4% | -3.6%
CCCN(C(=O)c1cc2c(Cl)nc3ccccc3c2s1)c1cccc(C)c1 | 1.6% | -10.7%
CCCc1nn2c(=O)cc(COC(=O)c3ccccc3NC(=O)COc3ccccc3)nc2s1 | 0.3% | 0.4%
COc1ccc(NC(=O)C(C)Sc2cc(-c3ccccc3)nc(C)n2)cc1Cl (stereo unspecified) | -14.3% | 9.8%
Cc1ccc(NC(=O)C2CCC(CNS(=O)(=O)c3cccc4nsnc34)CC2)c(C)c1 (stereo unspecified) | -3.5% | 13.4%
O=C(Cn1c(=O)n(-c2ccccc2)c(=O)c2sc3ccccc3c21)N1CCCC1 | -1.3% | -5.6%
CCc1ccc(Nc2nc3ccccc3c3nnc(C)n23)cc1 | -3.9%[15.4 µM] | 10.4%
COc1ccc(NC(=O)C2=C(C)Nc3ncnn3C2c2ccc[nH]2)cc1 (stereo unspecified) | 2.2% | -0.6%

Whole records from above.
`COc1ccc(NC(=O)C2=C(C)Nc3ncnn3C2c2ccc[nH]2)cc1` (stereo unspecified) is listed as Tb PYK inh = 2.2%; Sm TGR block = -0.6%
`COc1ccc(NC(=O)C(C)Sc2cc(-c3ccccc3)nc(C)n2)cc1Cl` (stereo unspecified) is listed as Tb PYK inh = -14.3%; Sm TGR block = 9.8%

Back to the main list with the 3 entries that preceded the break.
SMILES | Tb PYK inh | Sm TGR block
O=C(Cn1c(=O)n(-c2ccccc2)c(=O)c2sc3ccccc3c21)N1CCCC1 | -1.3% | -5.6%
CCc1ccc(Nc2nc3ccccc3c3nnc(C)n23)cc1 | -3.9%[15.4 µM] | 10.4%
COc1ccc(NC(=O)C2=C(C)Nc3ncnn3C2c2ccc[nH]2)cc1 (stereo unspecified) | 2.2% | -0.6%
Cc1cc(C)c(NC(=O)c2cc(S(=O)(=O)N3CCC4(CC3)OCCO4)ccc2F)c(C)c1 | 5.4% | -2.0%
CCOc1ccccc1NC(=O)CN(C)S(=O)(=O)c1ccc(C(=O)N2CCOCC2)s1 | -3.9% | 50.8%[activator]
COc1cccc(CNC(=O)CCn2c(=O)c3cccn3c3ccc(F)cc32)c1OC | 0.9% | -15.5%
COc1ccc(C2N=C(N)Nc3nc4ccccc4n32)cc1 (stereo unspecified) | 3.7% | 7.8%
Cc1ccc(C(=O)N(Cc2ccco2)c2ccccn2)cc1 | -15.1% | 1.9%
COc1ccc(-c2ccc3c(N)c(C(=O)Nc4cccc(C)c4)sc3n2)cc1 | -2.4% | 3.6%
CCN(c1ccccc1)S(=O)(=O)c1ccc(NC(=O)c2cc(=O)c3ccc(C)c(C)c3o2)cc1 | -1.3% | -0.3%
CCOC(=O)C1CCN(S(=O)(=O)c2cc(-c3cc(C)no3)ccc2OC)CC1 | 3.0%[15.4 µM] | 7.4%
COc1ccc(CCNc2nc3ccccc3c3nc(-c4cccc(C)c4)nn23)cc1OC | 1.0% | -3.9%
Cc1cc(NC(=O)N2CCC(CN3CCCCCC3)CC2)ccc1Br | -4.3% | -28.5%
CCOc1ccccc1C1Nc2ccccc2-c2nnc(SCc3ccccc3)nc2O1 (stereo unspecified) | -2.1% | 1.6%
CCn1cc2nc(SCC(=O)Nc3cc(OC)cc(OC)c3)n(Cc3ccc(Cl)cc3)c(=O)c2n1 | 5.0% | -0.3%
O=S(=O)(c1ccc2ccccc2c1)n1nc(-c2ccco2)nc1NCc1cccc(Cl)c1 | 4.0% | -4.7%
CCOC(=O)CSc1nc2sc3c(c2c(=O)n1CC)CCCC3 | 1.1% | -9.8%
COc1ccc(CCNC(=O)CN(c2ccc(C)cc2)S(=O)(=O)c2ccc(OC)cc2)cc1 | 3.0% | -13.8%
COc1cc(C(CC(=O)NCc2ccccc2Cl)N2Cc3ccccc3C2=O)cc(OC)c1OC (stereo unspecified) | 5.1% | -2.9%
Cc1nc(-c2ccc(Cl)cc2)sc1CCNC(=O)c1ccco1 | -3.7% | -6.4%
COc1ccc(NC(=O)CN(C)S(=O)(=O)c2ccc3[nH]c4c(c3c2)CCCC4)cc1OC | -5.6% | 18.2%
COc1cccc(C2SCC(=O)Nc3c2c(C)nn3-c2ccc(C)c(Cl)c2)c1OC (stereo unspecified) | -27.7% | 2.2%
O=C(Cn1c(=O)nc(-c2ccccc2)c2cc(Cl)ccc21)N1CCN(c2ccccc2F)CC1 | -4.2% | 6.4%
CC(=O)Nc1ccccc1-c1nc2ccccc2n(Cc2cccc(Br)c2)c1=O | -4.6% | 4.3%
COc1ccc(S(=O)(=O)NCCc2nnc3ccc(SCC(=O)Nc4ccccc4C)nn23)cc1 | 2.6% | -1.2%
COc1ccc(N2CC(NC(=O)C(c3ccccc3)c3ccccc3)CC2=O)cc1OC (stereo unspecified) | -3.7% | -9.8%
Cc1ccc(SCC(=O)Nc2ccc3oc(-c4ccc(F)cc4)nc3c2)cc1 | -1.6% | -0.7%
COC(=O)c1ccc(NC(=O)CCn2cccn2)cc1 | 8.1% | -2.5%
COc1ccc(NC(=O)CC2C(=O)N(c3ccc(OC)cc3)C(=O)N2CCC2=CCCCC2)cc1 (stereo unspecified) | 0.1% | 8.8%
CCOc1ccc(C(=O)/C=C/c2cn(CC(O)CN3CCCCCC3)c3ccccc23)cc1 (stereo unspecified) | 2.6% | 1.2%
CC(C)Oc1ccc(CNC(=O)C2CCCCN2S(=O)(=O)c2ccc(F)cc2)cc1 (stereo unspecified) | 4.2% | 3.7%
Cc1ccc(C2=NN(CCC(=O)NCCc3cccc(C)c3)C(=O)CC2)cc1 | -11.3% | 18.2%
COc1cccc(CSc2nc3n(n2)C(c2ccccc2C)C(C(=O)Nc2ccccc2OC)=C(C)N3)c1 (stereo unspecified) | -3.7% | 4.4%
COc1ccc(N2CCN(C(=O)c3cn(C)c4ccc(S(=O)(=O)N(C)C5CCCCC5)cc4c3=O)CC2)cc1 | -2.1% | -3.4%
COc1cccc(CNC(=O)Cn2c(=O)n3nc(-c4cccc(C)c4)nc3c3ccccc32)c1 | -2.8% | 11.0%
CC(=O)Nc1cc(C(=O)NCc2ccc(F)cc2)ccc1Sc1ccc(C)cc1 | 3.6% | 0.0%
Cc1ccc(C(=O)OCc2cc(=O)n3nc(-c4cccs4)sc3n2)cc1 | 1.1% | -0.1%
COc1ccc(-n2c(=O)c3c4c(sc3n(Cc3ccccc3Cl)c2=O)CCC4)c(OC)c1 | 0.2% | 9.4%
CC1CCCCN1CCNC(=O)c1ccc(Cn2c(SCc3ccccc3)nc3cccnc32)cc1 (stereo unspecified) | -4.6% | 6.2%
Cc1ccc(CCNc2ncnc3onc(-c4ccc(F)cc4)c23)cc1 | 6.1% | 0.5%
O=c1c(N2CCc3ccccc3C2)csc2ccccc12 | 0.9% | 2.5%
O=C(Nc1ccc2[nH]c(=O)c(=O)[nH]c2c1)c1cccc(F)c1 | 2.7% | 4.5%
CCOc1ccc(OCC)c(NS(=O)(=O)c2ccc3[nH]c(=O)ccc3c2)c1 | 5.8% | 5.7%
CC(C)CC1N=C2c3ccccc3N=C(SCC(=O)NCCc3ccc(Cl)cc3)N2C1=O (stereo unspecified) | 1.7% | 5.6%
CCc1ccc(CNC(=O)c2cnc(N3CCCCC3)c3ccccc23)cc1 | -2.8% | -4.5%
COc1ccc(C)cc1NC(=O)CN(c1cc(C(F)(F)F)ccc1Cl)S(C)(=O)=O | 3.6% | 0.8%
CCOc1ccc(NC(=O)c2cnc3sc(N4CCOCC4)nn3c2=O)cc1 | -3.3% | -0.9%
COc1ccc(NC(=O)Cn2nnc3sc4c(c3c2=O)CCC(C)C4)c(OC)c1 (stereo unspecified) | -4.4% | 1.1%
O=C(Nc1cccc(C(=O)N2CCN(c3ccc(Cl)cc3)CC2)c1)c1nsc2ccccc12 | 2.6% | 1.4%
Cc1cc(C)cc(N2CC(c3nc(-c4cccc(Cl)c4)no3)CC2=O)c1 (stereo unspecified) | -3.0% | -0.9%
COc1ccc(OCC(=O)N2CCN(C(=O)c3ccc(OC)cc3)CC2)cc1 | -0.7% | -0.1%
CCOc1ccccc1NC(=O)C1=C(C)Nc2ncnn2C1c1ccccn1 (stereo unspecified) | 1.8% | -2.4%
COc1ccc(CNC(=O)c2ccc3c(c2)CCN3S(=O)(=O)c2ccc(Cl)cc2)cc1 | 6.2% | -1.3%
Cc1ccc(-n2c(=O)c3ccc(C(=O)NCc4ccco4)cc3n(Cc3cccc(Cl)c3)c2=O)cc1 | 1.4% | 3.4%
Cc1cc(-n2c(SCc3ccccc3F)nc3[nH]ncc3c2=O)ccc1Cl | -3.7% | 14.9%
CCCSCCCNC(=O)C1CCCN(C(=O)c2cnn(-c3ccccc3)c2-n2cccc2)C1 (stereo unspecified) | -5.0% | -0.3%
COc1ccc(C(=O)Nc2nnc(S(=O)(=O)N3CCN(c4ccc(C)cc4)CC3)s2)cc1 | 0.2% | -3.8%
O=c1c2cnn(-c3ccc(Cl)cc3)c2ncn1Cc1ccc(Cl)cc1Cl | -1.8% | -2.5%
Cc1ccc(OCC(=O)N(Cc2nc(-c3ccccc3)no2)C(C)C)cc1C | 1.6% | 7.9%
CCOc1ccc(-n2nc3ccc(NC(=O)COc4ccccc4)cc3n2)cc1 | 0.7% | 0.4%
Cc1ccc2oc(-c3ccc(Cl)c(NC(=O)c4cc5ccccc5o4)c3)nc2c1 | 3.3% | 5.5%
CCOc1ccc(CNC(=O)Cc2ccc(NC(=O)N3CCSc4ncccc43)cc2)cc1 | 6.6%[15.4 µM] | 1.0%
COc1ccc(CNc2nc(-c3ccc(OC)c(OC)c3)cc(C(F)(F)F)n2)cc1 | 1.5% | 5.2%
Continuation:
SMILES | Tb PYK inh | Sm TGR block
COc1cccc2cc(-c3nc(Nc4cccc(C)c4)sc3C)c(=O)oc12 | -5.1% | -9.8%
CC(=O)c1ccc(N2CCN(c3ncnc4c3c(-c3ccccc3)cn4-c3ccc(C)c(Cl)c3)CC2)cc1 | 5.0% | -2.7%
Oc1c(C(c2ccccc2F)N2CCC3(CC2)OCCO3)sc2nc(-c3ccco3)nn12 (stereo unspecified) | 4.0% | 15.2%
COc1cccc(C(=O)N2CCc3cc(OC)c(OC)cc3C2COc2ccc3c(C)cc(=O)oc3c2)c1 (stereo unspecified) | -7.9% | -8.4%
COc1ccccc1C(=O)OCc1cc(=O)n2c(C)csc2n1 | -0.4% | 2.6%
O=C1c2oc3ccccc3c(=O)c2C(c2ccccc2)N1Cc1ccc2c(c1)OCO2 (stereo unspecified) | 0.3% | 1.9%
Cc1ccc(-c2nnc(Nc3cccc(O)c3)c3ccccc23)cc1S(=O)(=O)N1CCOCC1 | -2.9% | 6.5%
COc1ccccc1N1CCN(C(=O)C2CCN(S(=O)(=O)c3cn(C)cn3)CC2)CC1 | -1.9% | -0.2%
COc1cc(NC(=O)CCc2c(C)nc3cc(-c4ccccc4)nn3c2C)cc(OC)c1OC | 3.3% | 10.3%
O=C(CSc1cn(CC(=O)N2CCOCC2)c2ccccc12)Nc1ccccc1 | -6.1% | 11.4%
Cc1ccc2nc(N3CCN(C(=O)C4COc5ccccc5O4)CC3)sc2c1 (stereo unspecified) | -5.2% | 10.4%
Cc1ccc(NC(=O)C(Cc2ccccc2)NS(=O)(=O)c2ccc3c(c2)CCC(=O)N3)cc1 (stereo unspecified) | 6.1% | -9.2%
O=C(CSc1oc(-c2ccccc2)nc1S(=O)(=O)c1ccc(Cl)cc1)NC1CCCCC1 | -7.1% | -11.5%
CCN(CC)S(=O)(=O)c1ccc2c(c1)N(CC(=O)Nc1c(C)cc(C)cc1C)C(=O)CS2 | 0.1% | 6.2%

High-throughput results (PubChem BioAssay)
